Rpn11 inh – Rpn11 (human) deubiquitinase inhibition; human 26S proteasome, Ub4-pepOG fluorescence polarization; 20S core pre-blocked with epoxomicin; actives 0.59% (n = 360,000); calls only at 20 µM; AID 588493; O00487;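 active = inhibition at 20 µM, scaled to each plate's controls, above about 33%, limit read from the data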
Target sequence (O00487 whole entry, looked up): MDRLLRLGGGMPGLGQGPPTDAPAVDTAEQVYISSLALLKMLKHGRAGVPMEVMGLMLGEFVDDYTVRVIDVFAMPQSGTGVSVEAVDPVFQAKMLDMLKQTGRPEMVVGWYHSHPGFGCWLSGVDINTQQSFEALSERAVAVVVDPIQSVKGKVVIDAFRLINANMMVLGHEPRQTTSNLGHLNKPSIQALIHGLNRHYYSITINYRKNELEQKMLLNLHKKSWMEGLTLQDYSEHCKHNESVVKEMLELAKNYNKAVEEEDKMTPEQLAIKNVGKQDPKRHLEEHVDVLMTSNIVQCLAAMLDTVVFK
SKN-1 inh – inhibitors of C. elegans SKN-1; C. elegans VP596 Pgst-4::GFP/RFP ratio, acrylamide-induced, 24 h; inhibition, % at 21.8 µM; actives 0.49% (n = 360,000);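 active = interference check ratio from 0.5 to 1.5 plus GFP to RFP signal ratio inhibition reaching or exceeding a fixed threshold, cut at about 30% in these data, passing the limit was not always enough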; also: some compounds called inactive have numbers as strong as hits
PABP1 MLLE inh – inhibitors of microRNA-mediated deadenylation, human PABP1 MLLE binding | AID 588489 | inhibition, % at 20 µM | actives 0.36% (n = 360,000) | GST-MLLE / FITC-PAM2 fluorescence polarization | P11940; in the data active = inhibition above about 35%, passing the limit was not always enough;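 also: plate controls were DMSO wells with GST-MLLE for no effect and wells lacking GST-MLLE protein for full effect; some results filed as inactive read as strong as hits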
Rin1 Abl inh – human Rin1-Abl interaction inhibition | P00519+Q13671 | TR-FRET Rin1/Abl binding, biochemical | inhibition, % at 7.35 µM | actives 0.4% (n = 360,000); in the data active = inhibition above about 5%, passing the limit was not always enough
FAS-TE inh – inhibitors of human fatty acid synthase thioesterase domain | P49327 | inhibition, % at 15 µM | recombinant FAS-TE, OMFH fluorogenic substrate, fluorescence endpoint | AID 602261 | actives 0.67% (n = 360,000);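 active = compounds whose normalised, plate-corrected inhibition of enzyme fluorescence in the single-dose primary screen is 50% or more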;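 also: 0% = DMSO with enzyme and 100% = substrate without enzyme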
CSN inh – CSN deneddylation inhibition. Q92905. AID 651999. Purified CSN, SCF-Nedd8-OG deneddylation, fluorescence polarization. actives 0.38% (n = 360,000). inhibition, % at 12.5 µM;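 active = pattern-corrected inhibition above about 35%, with an unprinted fluorescence ratio check between 0.5 and 1.5, limit read from the data, passing the limit was not always enough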;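 also: 0% = enzyme with substrate and 100% = substrate without enzyme; some results filed as inactive read as strong as hits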
Target sequence (Q92905 whole entry, looked up, one chain of several): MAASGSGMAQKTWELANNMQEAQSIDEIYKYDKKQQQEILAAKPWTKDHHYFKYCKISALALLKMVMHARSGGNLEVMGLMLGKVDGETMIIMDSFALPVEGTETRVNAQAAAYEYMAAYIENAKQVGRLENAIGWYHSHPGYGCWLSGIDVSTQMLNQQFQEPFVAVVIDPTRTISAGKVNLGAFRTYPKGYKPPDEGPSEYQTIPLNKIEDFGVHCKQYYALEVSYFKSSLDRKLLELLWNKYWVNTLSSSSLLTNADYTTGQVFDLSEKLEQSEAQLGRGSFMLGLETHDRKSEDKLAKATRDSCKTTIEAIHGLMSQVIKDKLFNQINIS
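Assay system: purified human Csn5 enzyme expressed in HEK293T cells; measure: % inhibition; also added: SCFSkp2-Nedd8OG substrate at 10 nM final; technique: fluorescence polarization; times: reaction 90 min, room temperature; medium: Tris buffer pH 7.5, NaCl, DTT, Tween-20, trehalose, ovalbumin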
Neddyl block – inhibitors of human cullin neddylation | P61081+Q13564 | TR-FRET cullin neddylation, biochemical | calls only at 25 µM | actives 0.58% (n = 360,000) | AID 651699; in the data active = inhibition above about 36%
MT1-MMP act inh – inhibitors of human MT1-MMP activation; P50281; HT1080 RFP-PRO-GFP cells, GFP/RFP ratio fluorescence, overnight; percent of plate control window, DMSO zero; actives 0.061% (n = 360,000); GFP/RFP ratio change, % at 20 µM;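 active = GFP/RFP ratio change of at least 30% with cell ATP level not reduced by more than half and red fluorescence within 50% of control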; also: strong numbers were not always called active
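Read-out: GFP/RFP fluorescence ratio; Test system: RFP-PRO-GFP reporter HT1080 cells; Compound dosing: single-point 20 µM compound, 1% DMSO; Times: overnight compound exposure at 37 °C.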
NadD block – inhibitors of Staphylococcus aureus NadD; inhibition, % at 20 µM; actives 0.78% (n = 360,000); purified NadD enzyme, colorimetric absorbance read-out; in the data active = inhibition above about 26%; also: some compounds past the cut are filed as inactive
An asterisk follows results filed as active; i = inactive; x = no result given; + = active, no number.

Order of values: Rpn11 inh	SKN-1 inh	PABP1 MLLE inh	Rin1 Abl inh	FAS-TE inh	CSN inh	Neddyl block	MT1-MMP act inh	NadD block
O=C(CSc1nnc(C2CCCCC2)o1)N1CCCCC1
  i	1	-6	1	-1	-5	i	0	4
CC1=NN(C(=O)c2ccco2)C(O)(c2ccccc2)C1 (stereo unspecified)
  i	-16	-6	-2	-3	1	i	0	-2
Cc1ccc(NC(=O)c2ccc(S(=O)(=O)N(C)c3ccccc3)cc2)cc1S(=O)(=O)N1CCOCC1
  i	19	-7	6	28	-3	i	2	-4
O=C(NC1CCCCCCC1)C1c2ccccc2C(=O)N1Cc1ccco1 (stereo unspecified)
  i	-1	5	2	-4	3	i	0	-4
O=S(=O)(c1cccs1)N1CCN(CCOc2ccccc2)CC1
  i	-5	-8	5	12	-1	i	6	1
CCN(Cc1ccccc1)C(=O)COC(=O)c1cc(S(=O)(=O)Nc2ccccc2OC)ccc1O
  i	6	-14	1	20	-1	i	2	-1
O=C1N(c2ccccc2)C2CS(=O)(=O)CC2N1c1ccc(Cl)c(Cl)c1 (stereo unspecified)
  i	7	3	7	18	2	i	-1	-5
COc1ccccc1NC(=O)C(C)OC(=O)CC1CCCCC1 (stereo unspecified)
  i	3	2	1	9	-5	i	0	-5
CCOC(=O)N1CCC(NC(=O)C(CC(C)C)NC(=O)C2CCCCC2)CC1 (stereo unspecified)
  i	3	-1	4	-7	1	i	2	-1
NC(N)=NC(=S)Nc1ccc(Cl)cc1
  i	13	45*	-1	-9	-4	i	-1	-5
O=C1ON=C(c2ccccc2)/C1=C/c1ccc(O)c(O)c1
  i	-3	-69	0	-1	1	i	-3	3
COc1ccccc1-c1cn[nH]c1-c1ccc(O)cc1O
  i	1	-1	-3	-56	-6	i	-2	1
CCN(CCCNC(=O)CCCCn1c(=O)[nH]c2ccccc2c1=O)c1ccccc1
  i	5	1	0	2	-1	i	3	0
COC(=O)Cn1c(-c2ccc(OC)cc2)c(-c2ccc(OC)cc2)nnc1=O
  i	3	3	1	-1	1	i	-1	-2
COc1cccc(C(=O)N2CCN(C3CCC(c4ccccc4)CC3)CC2)c1OC (stereo unspecified)
  i	-13	-15	-1	7	-2	i	2	-3

(further entries)
Order of values: Rpn11 inh	SKN-1 inh	PABP1 MLLE inh	Rin1 Abl inh	FAS-TE inh	CSN inh	Neddyl block	MT1-MMP act inh	NadD block
CC1(C(=O)O)CCC(C(=O)Nc2ccc3ccccc3c2)C1(C)C (stereo unspecified)
  i	3	-7	-1	-5	-6	i	3	0
O=c1c2c3c(sc2nc2n1CCCS2)CCCC3
  i	12	-3	0	-6	3	i	-3	-1
O=C(Nc1ccc(C(=O)NC2CCCCC2)cc1)c1cncc(Br)c1
  i	-2	7	4	-11	10	i	-1	12
CCCCCCCC(=O)NNC(=O)Cc1ccccc1
  i	12	5	0	-11	-3	i	7	1
Cc1noc(C)c1COc1cccc(C(=O)OCCOc2ccc(F)cc2)c1
  i	10	-5	2	21	2	i	1	-14
CCn1c(=O)c([N+](=O)[O-])c(NCCc2ccccc2)c2ccccc21
  i	29	8	-1	12	2	i	7	-6
CC1(c2ccccc2Br)NC(=O)N(CC(=O)NC2CCCCC2)C1=O (stereo unspecified)
  i	-1	7	-1	-8	-5	i	0	2
COc1cc(NC(=O)c2cc(S(=O)(=O)N3CCCCC3)c[nH]2)cc(OC)c1
  i	-5	0	-4	-1	8	i	3	9
CC(C)/C=N/Nc1nc(-c2ccc(Br)cc2)cs1
  i	17	-42	-1	12	5	i	9	2
C[C@@H]1CNC(=O)c2c(C(=O)N[C@H](C)c3ccccc3)ncn21
  i	-5	6	-3	-6	6	i	3	1
CCc1c(O)nc2ccccn2c1=O
  i	6	4	0	-15	-12	i	4	2
CCCc1nc2c(=O)[nH]c3ccccc3c2o1
  i	-9	2	5	-9	9	i	-2	-3
CCOC(=O)c1cccc(NC(=O)CSc2nncn2-c2ccccn2)c1
  i	-15	2	0	-4	-6	i	-1	-7
COC(=O)c1sccc1N(C)S(C)(=O)=O
  i	7	13	1	-4	-3	i	1	2
CCOc1ccc(/C=N/N(C)c2ccccc2)cc1OC
  i	5	-13	0	30	-2	i	4	-1

Complete entries, quoted from the list. Values in the order: Rpn11 inh | SKN-1 inh | PABP1 MLLE inh | Rin1 Abl inh | FAS-TE inh | CSN inh | Neddyl block | MT1-MMP act inh | NadD block
`O=c1c2c3c(sc2nc2n1CCCS2)CCCC3` is entered as i | 12 | -3 | 0 | -6 | 3 | i | -3 | -1
`COC(=O)Cn1c(-c2ccc(OC)cc2)c(-c2ccc(OC)cc2)nnc1=O` is entered as i | 3 | 3 | 1 | -1 | 1 | i | -1 | -2
`O=S(=O)(c1cccs1)N1CCN(CCOc2ccccc2)CC1` is entered as i | -5 | -8 | 5 | 12 | -1 | i | 6 | 1
`CC(C)/C=N/Nc1nc(-c2ccc(Br)cc2)cs1` is entered as i | 17 | -42 | -1 | 12 | 5 | i | 9 | 2
`CC1(C(=O)O)CCC(C(=O)Nc2ccc3ccccc3c2)C1(C)C` (stereo unspecified) is entered as i | 3 | -7 | -1 | -5 | -6 | i | 3 | 0

Going on with the list:
Order of values: Rpn11 inh	SKN-1 inh	PABP1 MLLE inh	Rin1 Abl inh	FAS-TE inh	CSN inh	Neddyl block	MT1-MMP act inh	NadD block
O=C(COC(=O)C1COc2ccccc2O1)c1ccc(F)cc1 (stereo unspecified)
  i	0	-24	2	-4	-3	i	2	-1
COc1cc(/C=C/C(=O)OCC(=O)NCCN2C(=O)CSC2=O)ccc1OC(F)F
  i	-4	3	-2	1	-4	i	-1	-3
COc1cc(C(=S)N2CCN(c3ccccc3Cl)CC2)cc(O)c1O
  i	6	42*	-1	-7	11	i	-1	13
CCc1ccc(NC(=O)c2ccc(NC(=O)C3CCCO3)cc2)cc1 (stereo unspecified)
  i	-2	5	-2	-4	-3	i	3	-6
C[C@H](CO)N1C[C@H](C)[C@@H](CN(C)C(=O)NC2CCCCC2)Oc2c(NC(=O)Cc3ccccc3)cccc2C1=O
  i	26	3	2	14	-2	i	0	-4
COc1ccc(C(=O)NCc2ccc(S(N)(=O)=O)cc2)cc1[N+](=O)[O-]
  i	-2	-3	-1	-3	5	i	0	-9
COc1ccc(S(=O)(=O)Nc2ccc(S(=O)(=O)Nc3ccc(F)cc3)cc2)cc1C
  i	36*	2	3	21	-3	i	1	-3
O=C(N/C=N/OCc1ccc(Cl)cc1Cl)NOCc1c(Cl)cccc1Cl
  i	-1	10	4	3	-1	i	-7	-1
COc1ccc(-c2cc(-c3nnc(COC(=O)C4CC4C)o3)c3ccccc3n2)cc1OC (stereo unspecified)
  i	6	-25	2	25	3	x	4	-3
CC(C)(C)n1nnnc1C(c1ccccc1)N1CCN(c2ccc(F)cc2)CC1 (stereo unspecified)
  x	5	x	x	11	0	i	3	0
O=C(c1ccc(Cl)cc1)c1cn[nH]c1-c1ccccc1O
  +	2	-6	4	-78	-1	i	0	0
O=C(NCCN1CCC(Cc2ccccc2)CC1)C1CCN(S(=O)(=O)N2CCC3(CC2)OCCO3)CC1
  i	-2	-5	-2	-3	-2	i	10	-7
Cc1ccc2c(c1)N(C(=O)CCC(=O)NCCCN1CCN(C)CC1)CCO2
  i	9	1	1	-2	4	i	1	3
CC(C)N(C(=O)CSc1nnc(Cn2nnc3ccccc32)n1C)C(C)C
  i	1	-2	0	-12	-3	i	9	4
O=C(NCCC1=CCCCC1)C1CCN(S(=O)(=O)c2ccc(Br)s2)CC1
  i	11	8	-1	19	1	i	-8	-2

More compounds:
Order of values: Rpn11 inh	SKN-1 inh	PABP1 MLLE inh	Rin1 Abl inh	FAS-TE inh	CSN inh	Neddyl block	MT1-MMP act inh	NadD block
Cc1cc(C(=O)COC(=O)C2=NNC(=O)CC2)c(C)n1-c1ccc(OC(F)F)cc1
  i	16	-4	-4	7	-1	i	1	-5
C=CCn1c(C)nnc1SCC(=O)c1[nH]c(C)c(C(C)=O)c1C
  i	5	20	2	-6	-7	i	0	-1
COc1ccc(/C=N\Nc2ccccn2)c(OC)c1
  i	-8	1	1	-1	2	i	2	-6
O=C(NC(=S)NNC(=O)c1ccccc1O)c1ccc(F)cc1
  i	18	18	4	4	7	i	8	-3
COc1ccc(OC)c(S(=O)(=O)Nc2ccc3c(c2)N(C(C)=O)CCC3)c1
  i	-3	4	-7	-2	2	i	2	3
C/C(=N\NC(=S)Nc1ccccc1C)c1ccc(O)cc1
  i	5	17	-3	0	-6	i	-2	1
COc1cccc(NC(=O)CSCc2n[nH]c(=O)[nH]2)c1
  i	4	13	4	-9	6	i	-2	1
COc1ccc(C2C(C(N)=O)=C(C)Nc3nc(-c4ccccc4Cl)nn32)c(OC)c1 (stereo unspecified)
  i	-3	-1	2	2	-3	i	7	-3
CS(=O)(=O)N1CCc2cc(-c3csc(NC(=O)Cc4cccs4)n3)ccc21
  i	1	8	-3	62*	4	i	0	0
C/C(=N\NC(=O)c1cc(Br)ccc1O)c1cccc(NC(=O)c2ccccc2F)c1
  i	-6	-1	0	-1	-3	+	3	-1
CCCC(O)(CCC)C(=O)NNc1ccccc1
  i	1	-5	3	-6	1	i	2	-5
CCN(CC)S(=O)(=O)c1ccc2nc(CSc3nnnn3-c3ccc(O)cc3)[nH]c2c1
  i	17	-19	-2	-14	9	i	3	5
O=C(CN(C(=O)c1csnn1)c1cccc2c1CCCC2)NCc1ccccc1
  i	-12	12	-2	13	0	i	-4	0
NC(=O)CSc1nnc(-c2ccc(S(=O)(=O)N3CCOCC3)cc2)n1Cc1ccccc1
  i	9	-97	2	-10	2	i	-7	-5
Cc1ccc(C(C(=O)NC(C)(C)C)N(C(=O)c2csnn2)c2ccccc2F)o1 (stereo unspecified)
  i	-5	-8	-6	-6	0	i	2	-3

Next section.
Order of values: Rpn11 inh	SKN-1 inh	PABP1 MLLE inh	Rin1 Abl inh	FAS-TE inh	CSN inh	Neddyl block	MT1-MMP act inh	NadD block
CCCN1CCN(C(=O)c2cccc3c2C(=O)N(CCOC)C3)CC1
  i	0	11	0	-8	-3	i	3	-2
COc1cc(OC)cc(C(=O)NCC(=O)N2CCC(C)CC2)c1
  i	25	-4	4	-8	7	i	-4	-4
COc1ccc(-n2cc(C(=O)O)c(=O)cc2C)cc1
  i	6	10	2	-6	-5	i	4	0
Cc1cccc(-[n+]2c(C)cc(C)c3c(=O)[nH]c(=O)[nH]c32)c1
  i	-16	-7	3	-6	2	x	-3	0
O=C(c1ccc(OC2CCN(C/C=C/c3ccccc3)CC2)cc1)N1CCCC1
  i	7	-1	3	-8	3	i	-2	0
CCOP(=O)(OCC)C(Nc1ccccn1)c1ccc(F)cc1 (stereo unspecified)
  i	-3	-20	-2	-15	-9	i	2	3
CCC1Oc2ccc(C)cc2N(CC(=O)NCc2ccco2)C1=O (stereo unspecified)
  i	-4	3	-1	-9	1	i	-3	-8
Cc1cc(N2CCOCC2)nc(SCC(=O)c2ccccc2)n1
  i	5	3	10	1	2	i	-1	2
COc1ccc(S(=O)(=O)N2CCCCC2C(=O)O)cc1 (stereo unspecified)
  i	9	6	2	-8	-3	i	1	-5
CCN1C(=O)[C@@H]2[C@@H](c3ccc(-c4ccc(C(C)=O)cc4)cc3)N3CCCC[C@@]3(C(=O)OC)[C@@H]2C1=O
  i	8	6	-2	42	-1	i	-4	5
CC(=O)Nc1ccccc1C(=O)N1CCN(c2cccc(C)c2C)CC1
  i	-4	-5	-1	0	-1	i	-7	0
CCOC(=O)CNC(=O)N1CCCC(C(=O)c2ccccc2SC)C1 (stereo unspecified)
  i	5	9	-4	4	2	i	-1	0
COC(=O)c1cc(Br)cn1S(=O)(=O)c1ccccc1
  i	-11	-7	1	7	-7	i	2	-6
NC(=O)NC(c1ccccc1)c1ccccc1
  i	2	-3	4	-8	1	i	0	1

Screening results: PubChem, several laboratories
